Screening results (PubChem BioAssay)
HT1080NT lethal: kills 2HG-producing HT-1080-NT fibrosarcoma cells | Potency, µM (titrated, usually from 46.1 µM), inactives show top-dose activity, negative = less viability, actives largely listed as cytotoxic | HT-1080-NT fibrosarcoma viability, CellTiter-Glo ATP luminescence, 48 h | actives 1.6% (n = 360,000);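 also: NT is the 2HG producing partner of a matched IDH1 knockdown line; 0% = DMSO-treated cells and -100% = media-only wells without cells; nearly all actives have a fitted effect of over 55% in size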
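Toxicity toward the 2HG-producing NT line was scored as %Activity, normalised to DMSO and no-cell wells, from CellTiter-Glo luminescence after 48 hours' treatment.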
KB-V1 cytotox: KB-V1 MDR subline cytotoxicity; KB-V1 MDR cells viability, CellTiter-Glo, 72 h; actives 3.4% (n = 400,000); Potency, µM (series often up to 46.1 µM), inactives show at the top dose activity change, negative = cytotoxicity, actives largely listed as cytotoxic; also: % is scaled to controls: 0 for no effect and ±100 for the full control effect; nearly all actives have a fitted effect of over 60% in size
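Following 72 h at 37 degrees C with compound, KB-V1 cell viability was read by CellTiter-Glo luminescence, medium being phenol-red-free DMEM plus 10% FBS; concentration-response parameters came from normalized, curve-fitted qHTS data.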
KB-3-1 tox: KB-3-1 parental cell cytotoxicity. Potency, µM (series often up to 46.1 µM), without a hit: at the highest dose activity change, negative = cytotoxic, actives largely listed as cytotoxic. KB-3-1 viability, CellTiter-Glo ATP luminescence, 72 h. AID 1347075. actives 1.4% (n = 400,000); also: % is scaled to controls: 0 for no effect and ±100 for the full control effect; nearly all actives have a fitted effect of over 60% in size
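72 h, 37 °C compound treatment of KB-3-1 parental cells; CellTiter-Glo added, 10 min, luminescence read. Data corrected against DMSO-only plates and normalized before curve fitting.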
HT1080 IDH1KD tx: kills HT-1080 cells with IDH1 knockdown. HT-1080 IDH1 knockdown viability, ATP luminescence, 48 h. actives 2% (n = 360,000). Potency, µM (highest dose often 46.1 µM), without a hit: at the highest dose activity, negative = toxicity, hits mostly cytotoxic;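 also: 0% = DMSO wells and -100% = cell-free medium wells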
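CellTiter-Glo luminescence after 48 h compound exposure at 37 degrees C of IDH1-knockdown HT-1080 cells in 5% FBS RPMI. %Activity scaled between DMSO wells and cell-free media wells, with curves fitted and assigned curve classes.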
TDP43 rescue: TDP-43 toxicity inhibition in yeast | TDP-43 expressing yeast growth rescue, BacTiter-Glo, 24 h | Potency, µM (top dose mostly 46.1 µM), for inactives: at the highest dose growth rescue (activation), hits mostly activators | actives 1.8% (n = 410,000) | AID 652104; also: % of control where 0% means no effect; nearly all actives have a fitted effect of over 50% in size
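Readout is BacTiter-Glo luminescence of cell growth, so inhibitors register as activators. TDP-43-expressing yeast at OD600=0.02 in galactose medium, after raffinose pregrowth to mid-log, were incubated with compound for 24 hr at 30 deg C.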
SW480 rerep: induces DNA re-replication in SW480 colon adenocarcinoma cells. SW480 DNA re-replication, Hoechst DNA content imaging, 48 h. actives 1.8% (n = 340,000). Potency, µM (top dose mostly 46.1 µM), for the others: top-dose re-replication activation, usual class: activators; also: % of control where 0% means no effect; nearly all actives have a fitted effect of over 55% in size
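DNA re-replication was detected as more nuclei of elevated Hoechst intensity after 48 hr exposure to compound (23 nL pinned per well of 250 cells).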
HEK293 tox: cytotoxic in the GLP-1 receptor inverse agonist counter-screen; HEK293 cAMP-luciferase reporter cells, luminescence, 24 h; Potency, µM (series often up to 38.3 µM), for inactives: at the top dose activity change, negative = inhibition, hits mostly inhibitors; actives 0.13% (n = 410,000);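 also: loss of luciferase light is scored as toxicity; % is scaled to controls: 0 for no effect and ±100 for the full control effect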
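Seeding density was 200 cells/uL; after overnight-length (12 h) culture, 23 nL compounds went on for 24 h at 37 °C. Readout used a luciferase detection reagent, luminescence taken after 12 min at room temperature.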
GLP-1R agonist: agonists of human GLP-1 receptor; P43220; HEK293 GLP-1R CRE-luciferase, luminescence, 4-6 h; cells express a hypersensitive GLP-1R form; Potency, µM (doses to about 45.6 µM), for inactives: top-dose activation, usual class: activators; actives 0.007% (n = 380,000); also: % of control where 0% means no effect
Target sequence (P43220 whole entry, looked up): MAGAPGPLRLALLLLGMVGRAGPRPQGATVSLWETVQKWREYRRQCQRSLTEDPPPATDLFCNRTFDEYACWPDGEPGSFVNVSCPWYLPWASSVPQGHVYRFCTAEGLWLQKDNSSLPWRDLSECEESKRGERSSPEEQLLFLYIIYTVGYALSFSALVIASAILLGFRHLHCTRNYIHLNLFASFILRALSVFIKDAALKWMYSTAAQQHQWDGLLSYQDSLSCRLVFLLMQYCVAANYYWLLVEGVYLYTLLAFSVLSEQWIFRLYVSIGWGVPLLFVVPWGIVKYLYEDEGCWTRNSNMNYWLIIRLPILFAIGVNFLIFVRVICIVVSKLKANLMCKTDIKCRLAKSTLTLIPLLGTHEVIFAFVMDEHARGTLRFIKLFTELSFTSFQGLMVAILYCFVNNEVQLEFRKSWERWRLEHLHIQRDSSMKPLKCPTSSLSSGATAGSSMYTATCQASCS
GLP-1R inv ag: inverse agonists of human GLP-1 receptor; Potency, µM (series often up to 38.3 µM), without a hit: at the highest dose activity change, negative = inhibition, hits mostly inhibitors; HEK293 GLP-1R CRE-luciferase, luminescence, 24 h; GLP-1R form is constitutively active; P43220; actives 1.6% (n = 410,000); AID 624417; also: % is scaled to controls: 0 for no effect and ±100 for the full control effect; nearly all actives have a fitted effect of over 55% in size
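qHTS in 1536-well format: reporter HEK293 cells expressing constitutive GLP-1R activity in DMEM + 10% Nu serum, 24 hr with compounds at 37 deg C, luminescence read after 12 min with detection reagent.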
* marks the source's active call; other numbers are inactive results; ? = inconclusive; / = not tested or not shown; [ ] = dose if it differs, or a comment. Calls follow the shape of the dose curve; as a rule, active = well fitted curve in the direction sought with a large enough effect; inconclusive = small, poorly fitted or top-dose-only effect, or another doubt; inactive = no such curve, though single readings can be large; an effect the other way counts as inactive or inconclusive. Potency is read from the fitted curve at half-maximal effect. Rows are unselected; 9.4% or so of the library scored in one or more.

item	mol	HT1080NT lethal	KB-V1 cytotox	KB-3-1 tox	HT1080 IDH1KD tx	TDP43 rescue	SW480 rerep	HEK293 tox	GLP-1R agonist	GLP-1R inv ag
1	CC(=O)c1cc(CN2C(=O)CCC2=O)cs1	0%	2%	13%	-1%[9.24 µM]	-12%	-1%	12%	1%	7%
2	C=CCN1C(=O)/C(=C/C(=O)OC)S/C1=N\NC(=O)c1ccccc1	?	1%	-1%	?	18%	?	-1%	?	-22%
3	CCCCOc1cccc(C(=O)Nc2ccc3oc(-c4cccnc4)nc3c2)c1	/	-10%	-23%	/	7%	/	2%	/	-3%
4	COc1ccccc1NCc1cccn1-c1nnc(N2CCOCC2)s1	/	?	3%	/	7%	/	21%	10%	-5%
5	COC(=O)C1=C(N)c2c(F)cccc2C1(C#N)c1ccccc1 (stereo not drawn)	-9%	-15%	-6%	-4%	9%	-11%	-13%	-4%	?
6	O=C(OCC(=O)N1CCCc2ccccc21)c1cnc(Cl)c(Cl)c1	-3%	?	33%	-6%	0%	-7%	6%	0%	9%
7	COc1ccc(Cl)cc1NC(=O)C/C(C)=N/NC(=O)c1ccccc1Cl	-20%	2%	-2%	-14%	23%	-1%	-12%	-4%	-19%
8	Cc1cc(C)c2cc(C#N)c(NCCCN)nc2c1	?	?	4%	-25%	-3%	/	1%	3%	0%
9	COCC(=O)N1CCN(c2cccc(C(F)(F)F)c2)CC1	14%	10%	7%	3%	28%	10%	-12%	-6%	-4%
10	Cc1cccc(C)c1NC(=O)CSc1nc(COc2ccccc2)nc2ccccc12	12%	2%	6%	23%	-11%	-1%	-22%	0%	-20%
11	CCOc1ccccc1NC(=O)N1CCCN(c2ncccc2C#N)CC1	1%	0%	-5%	3%	7%	11%	10%	3%	13%
12	C[C@H]1CN([C@@H](C)CO)C(=O)CCCn2cc(nn2)CO[C@@H]1CN(C)C(=O)Nc1ccnc(N2CCOCC2)c1	-2%	5%	0%	4%	9%	/	5%	-8%	-3%
13	COC(=O)C1=C(C)N(CCCC(=O)O)C(=O)NC1c1ccc(Cl)cc1 (stereo not drawn)	10%	1%	-11%	2%	0%	-19%	2%	-1%	18%
14	COc1cc(C(=O)NCCOc2ccccc2)cc(OC)c1OC	16%	?	0%	2%	-11%	0%	-3%	5%	6%
15	Cc1cc(C)nc(N2CCC(C(=O)Nc3ccc4c(c3)OCO4)CC2)n1	4%	?	13%	0%	7%	-21%	-15%	-3%	4%
16	CCN(CCCNC(=O)C1CCN(S(=O)(=O)N2CCC3(CC2)OCCO3)CC1)c1ccccc1	-6%	-22%	-2%	0%	-15%	3%	-14%	0%	-9%
17	Cc1ccc(Cn2cnc3c(cnn3-c3ccc(F)cc3)c2=O)cc1	-2%	8%	-28%	7%	23%	-31%[inhibitor]	-15%	-2%	-4%
18	O=C(C1CCC1)N1CCC(c2nc3c(nnn3Cc3c(F)cccc3Cl)c(=O)[nH]2)CC1	-12%	-3%	1%	?	-9%	-4%	-10%	3%	44%[activator]
19	CC1(c2ccccc2)CC(c2ccccc2)=Nc2nonc2N1 (stereo not drawn)	-2%	?	0%	2%	15%	2%	-11%	0%	?
20	CCOC(=O)CN(C(=O)Cn1nnc2ccccc21)C(C(=O)NCCOC)c1ccccc1C (stereo not drawn)	-5%	0%	-8%	-13%	-21%	0%	10%	26%	-23%
21	Cc1ccccc1N1CCN(C2CCCN(C(=O)c3cn4cccc(C)c4n3)C2)CC1 (stereo not drawn)	7%	?	-10%	-29%	3%	-2%	-20%	9%	?
22	O=C(c1csc2ccccc12)N1CCCCCC1	2%[9.24 µM]	8%	1%	-14%	-11%	-2%	9%	-5%	0%
23	CCC(C)N(C)C(=O)c1cc2ccccc2c(-c2ccccc2Cl)n1 (stereo not drawn)	6%	?	0%	-1%	?	-106%[inhibitor]	2%	7%	0%
24	O=C(NNC(=S)Nc1ccccc1)c1cccs1	12%	3%	0%	4%	26%	-2%	-10%	6%	3%
25	Cc1c(NC(=S)NC(=O)c2cccc([N+](=O)[O-])c2)c(=O)n(-c2ccccc2)n1C	-3%	0%	1%	1%	7%	18%	-7%	-2%	16%

Copied from the list.
GLP-1R agonist with #8 reads 3%
GLP-1R inv ag with #2 reads -22%

By substructure, those above with a thiophene ring, fused or not
item	mol	HT1080NT lethal	KB-V1 cytotox	KB-3-1 tox	HT1080 IDH1KD tx	TDP43 rescue	SW480 rerep	HEK293 tox	GLP-1R agonist	GLP-1R inv ag
1	CC(=O)c1cc(CN2C(=O)CCC2=O)cs1	0%	2%	13%	-1%[9.24 µM]	-12%	-1%	12%	1%	7%
22	O=C(c1csc2ccccc12)N1CCCCCC1	2%[9.24 µM]	8%	1%	-14%	-11%	-2%	9%	-5%	0%
24	O=C(NNC(=S)Nc1ccccc1)c1cccs1	12%	3%	0%	4%	26%	-2%	-10%	6%	3%

(listing goes on)
item	mol	HT1080NT lethal	KB-V1 cytotox	KB-3-1 tox	HT1080 IDH1KD tx	TDP43 rescue	SW480 rerep	HEK293 tox	GLP-1R agonist	GLP-1R inv ag
26	CC(Oc1ccc(F)cc1F)C(=O)NNC(=S)NCC1CCCO1 (stereo not drawn)	21%	-13%	3%	14%	10%	-5%	-20%	-6%	-13%
27	COC(=O)C1=C(C)NC2=C(C1c1ccc(O)cc1)S(=O)(=O)c1ccccc12 (stereo not drawn)	0%	-7%	-3%	-3%	-2%	-2%	3%	21%	53%[activator]
28	CS(=O)c1ccccc1-c1nc(-c2cc(C(F)(F)F)cc(C(F)(F)F)c2)no1 (stereo not drawn)	0%	?	?	-2%	4%	-5%	8%	-3%	0%
29	Cc1ccc(C(=O)O/N=C(\N)c2ccc(C(F)(F)F)cn2)cc1	?	?	-6%	20%	10%	-3%	-20%	3%	36%[activator]
30	Cc1ccc(C)c(NC(=S)N(CCc2nc3cc(C)c(C)cc3[nH]2)Cc2cccnc2)c1	-3%	9%	4%	5%	-22%	-1%	-17%	-4%	-1%
31	Cc1ccccc1S(=O)(=O)NC(=O)C1(C)CCN1C(=O)c1cccc2ccccc12 (stereo not drawn)	8%	14%	0%	?	0%	/	2%	-5%	-11%
32	C[C@H](NS(=O)(=O)c1ccccc1F)C(=O)OCC(=O)Nc1ccc2c(c1)OCCO2	1%	0%	16%	3%	-4%	-2%	-1%	-4%	7%
33	C=CCN(CC=C)Cc1cc(=O)oc2cc(OC)ccc12	17%	-4%	0%	-10%	0%	/	-4%	19%	-3%
34	CCCOC(=O)C(C)n1nnc2sc(-c3ccccc3)cc2c1=O (stereo not drawn)	/	-10%	-5%	/	25%	/	4%	/	-20%
35	CC(C)(CNC(=O)c1cc(Cl)c(O)c(Cl)c1)N1CCCCC1	14%	2%	4%	7%	-2%	-2%	3%	1%	7%
36	COc1ccc(-c2ccc(CN3C(C)C(=O)N(Cc4cn(CCC5OCCCO5)nn4)CCS3(=O)=O)cc2)cc1 (stereo not drawn)	-1%	?	-4%	-3%	10%	/	-4%	-1%	-13%
37	CCCCN(C(=O)c1ccc(NC2CC2)c([N+](=O)[O-])c1)c1c(N)n(CCCC)c(=O)[nH]c1=O	7%	-17%	0%	7%	22%	-5%	12%	9%	55%[activator]
38	Cc1ncoc1C(=O)N1CCCC(C(=O)c2ccc(-c3ccccc3)c(F)c2)C1 (stereo not drawn)	-12%	-16%	1%	-3%	22µM*	-2%	-8%	21%	?
39	O=C(O)c1ccc(-n2cccn2)c([N+](=O)[O-])c1	8%	-11%	-5%	9%	-11%	-4%	1%	0%	4%
40	N/C(=N\OC(=O)Cc1ccc([N+](=O)[O-])cc1)c1ccccn1	-4%	-1%	-12%	?	22%	-10%	-3%	-5%	?
41	Cc1cc2c(cc1C)CSC(c1ccccc1OC(=O)C(C)C)SC2	1%	0%	-11%	7%	11%	-3%	-15%	1%	10µM*
42	CCOC(=O)N1CCN(C(=O)c2ccc3nc(N4CCC(C)CC4)sc3c2)CC1	-13%	?	-1%	-18%	18%	1%	-3%	-2%	?
43	COc1cccc(NC(=O)c2cn(C3CCCCC3)c(=O)c3c2c2ccccc2n3C)c1	/	-9%	8%	/	13%	/	1%	/	?
44	Cc1cccc(N2CCN(C(=O)C3CCN(S(=O)(=O)c4cccs4)CC3)CC2)c1C	/	-8%	5%	/	9%	/	-13%	/	?
45	CCC(C)n1c(/C=C/c2ccccc2)nc2ccccc21 (stereo not drawn)	-3%	-1%	-7%	-7%	11%	-4%	?	28%	?
46	Cc1nn(-c2ccccc2)c(C)c1NC(=O)COc1ccc(Cl)cc1Cl	7%	2.3µM*	5.2µM*	-20%	6%	-51%[inhibitor]	-11%	2%	?
47	CCCCN(CCCC)Cc1cc(=O)oc2cc(C)cc(C)c12	-11%	0%	0%	-11%	2%	/	1%	-4%	4%
48	Cc1ccc(SCC(=O)Nc2ccc(S(=O)(=O)Nc3nccs3)cc2)cc1	3%	-1%	2%	3%	18%	85%	-2%	2%	17%
49	O=c1oc(/C=C/c2ccccc2)nc2ccccc12	-5%	-12%	-1%	-17%	17%	-7%	-4%	-7%	?
50	CN(Cc1ccccc1)C(c1cc2ccccc2o1)c1nnnn1C(C)(C)C (stereo not drawn)	-18%	0%	?	-19%	12%	/	42%[activator]	2%	?

Quoted from above: nos. 1 to 2
item	mol	HT1080NT lethal	KB-V1 cytotox	KB-3-1 tox	HT1080 IDH1KD tx	TDP43 rescue	SW480 rerep	HEK293 tox	GLP-1R agonist	GLP-1R inv ag
1	CC(=O)c1cc(CN2C(=O)CCC2=O)cs1	0%	2%	13%	-1%[9.24 µM]	-12%	-1%	12%	1%	7%
2	C=CCN1C(=O)/C(=C/C(=O)OC)S/C1=N\NC(=O)c1ccccc1	?	1%	-1%	?	18%	?	-1%	?	-22%
